Screening results deposited in PubChem BioAssay by several laboratories.
HEK293 NOD2/NF-kB = NOD2 signaling inhibitors, cell-based, luminescence, uHTS, HEK293 (AID 1566). inhibition, % at 4 µM, or EC50 in µM where a hit was titrated. HEK293 NOD2/NF-kB luciferase reporter, luminescence; higher % means a stronger effect. 0.63% of 290,000 active; note: many of its hits are not listed in these tables
KOR beta-arrestin-1 = KOR agonists, beta-arrestin recruitment, primary screen, cell-based, luminescence, uHTS (AID 1777); Kappa-type opioid receptor (Homo sapiens); KOR beta-arrestin recruitment, luminescence; higher % means a stronger effect; activation, % at 10 µM; hits with a dose series show EC50 in µM; 0.02% of 280,000 active; in the data active = activation above about 50%, passing the limit was not always enough; note: a part of the inactive calls stands beside numbers as strong as those of hits
KOR beta-arrestin-2 = KOR antagonists, beta-arrestin recruitment, cell-based, luminescence, uHTS (AID 1778); Kappa-type opioid receptor (Homo sapiens); KOR beta-arrestin recruitment, luminescence, antagonist mode; higher % means a stronger effect; inhibition, % at 10 µM; hits with a dose series show IC50 in µM; 0.091% of 290,000 active; note: strong numbers were not always called active
AID2073 = inhibitors of Mint1-CaV2.2 protein interaction, biochemical, HTRF (AID 2073). 0.19% of 290,000 active. one-dose inhibition, % at 20 µM; IC50 in µM for titrated hits. Voltage-dependent N-type calcium channel subunit alpha-1B (Homo sapiens). HTRF protein-protein interaction, Mint1-CaV2.2; higher % means a stronger effect; in the data active = inhibition mostly above about 51%, no sharp cut-off; inconclusive = no clear call, values can overlap the other calls; inactive = mostly below about 53%; note: some results filed as inactive read as strong as hits
GPR55 activation = GPR55 agonists via beta-arrestin recruitment, primary screen, imaging, U2OS cells, beta-arrestin-GFP redistribution (AID 1961). one-dose activation, % at 10 µM; EC50 in µM for titrated hits. U2OS GPR55 beta-arrestin-GFP redistribution imaging; higher % means a stronger effect. 0.048% of 290,000 active;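 active = activation above 40% with more than 50 cells counted in the well; inconclusive = wells holding fewer than 50 cells, flagged as toxic or sparse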;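 note: U2OS osteosarcoma cells stably expressing GPR55 and beta-arrestin-GFP; plate controls were DMSO negative control for no effect and LPI positive control for full effect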
Dynein transport = inhibitors of GR-EGFP nuclear translocation, primary screen, dynein cargo transport inhibitor project, imaging, high-content, 3617.4 mouse cells. test concentration mostly 20 µM; stimulated with dexamethasone, 1 µM; stronger effect = lower value. z-score, hits read low. 0.47% of 220,000 active;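 active = plate z-score of nuclear minus cytoplasmic receptor signal below a set negative limit, without overly bright fluorescence or cell loss, cut at about -3.5 in these data, passing the limit was not always enough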;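 note: z-score of nuclear minus cytoplasmic ring GR-EGFP intensity difference per well; some compounds called inactive have numbers as strong as hits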
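Schedule: 48 h induction, then 1 h compound, then 30 min agonist, 37 °C. Buffer or medium: tetracycline-free induction medium containing charcoal-stripped FBS. Reagent: 1.0 µM final dexamethasone stimulus. Evaluation: nuclear versus cytoplasmic GR-EGFP signal, averaged per well. Signal: high-content fluorescence imaging after fixation.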
P. falciparum M1AAP = P. falciparum M1AAP inhibitors, biochemical, fluorogenic H-Leu-NHMec substrate, 1536-well (AID 1445); inhibition, % at 30 µM, or IC50 in µM where a hit was titrated; 0.42% of 220,000 active; Aminopeptidase N (Plasmodium falciparum (isolate 3D7)); recombinant M1AAP, H-Leu-NHMec fluorogenic kinetic assay; higher % means a stronger effect;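 active = primary inhibition above the hit cutoff, then over 50% inhibition at one or more dose response concentrations, cut at about 23% in these data, passing the limit was not always enough; inconclusive = conflicting primary data, or primary hits not chosen for dose response; inactive = low primary inhibition, or under 50% at every dose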;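 note: plate controls were DMSO full reaction for no effect and no enzyme background for full effect; strong numbers were not always called active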
NOD1 NF-kB reporter = NOD1 signaling inhibitors, primary screen, cell-based, luminescence, uHTS (AID 1578); NOD1-driven NF-kB luciferase reporter cells, luminescence; higher % means a stronger effect; 1% of 290,000 active; inhibition, % at 4 µM; hits with a dose series show EC50 in µM; in the data active = inhibition mostly above about 36%, no sharp cut-off; inactive = mostly below about 34%;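 note: HEK-293T reporter cells stimulated with the NOD1 agonist gamma-tri-DAP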
M17LAP inhibition = P. falciparum M17LAP inhibitors, primary screen, biochemical, fluorogenic H-Leu-NHMec substrate, 1536-well (AID 1619); one-dose inhibition, % at 30 µM; IC50 in µM for titrated hits; Leucine aminopeptidase (Plasmodium falciparum (isolate 3D7)); recombinant M17LAP, H-Leu-NHMec fluorogenic kinetic assay; higher % means a stronger effect; 0.38% of 220,000 active;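 active = compound inhibiting the enzyme by more than half at any dose during confirmatory dose-response retesting; inconclusive = strong single-dose inhibitors picked by rank but not retested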;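 note: plate controls were full reaction with DMSO carrier for no effect and no enzyme background for full effect; strong numbers were not always called active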
Dynein transport cytoplasmic EGFP = recorded beside Dynein transport, whose call it bears; z-score; measured here: cytoplasmic GR-EGFP intensity; stronger effect = higher value
Dynein transport nuclear GR-EGFP = further read-out of Dynein transport, marked with its call; z-score; measured here: nuclear GR-EGFP intensity;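 lower value marks the stronger effect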
Dynein transport cell count = further read-out of Dynein transport, marked with its call; z-score; measured here: cell count per field
The depositor's hits bear a star; u = inconclusive; x = not tested or not shown; [ ] = dose if it differs, or a comment. Cut-off read from the data, not from the text of the source, unless noted: active = inhibition above about 50%; inactive = the rest. An excerpt; the hit share may differ from the screen's.

Fields: KOR beta-arrestin-1 | GPR55 activation | KOR beta-arrestin-2 | NOD1 NF-kB reporter | AID2073 | Dynein transport cytoplasmic EGFP | HEK293 NOD2/NF-kB | Dynein transport | Dynein transport nuclear GR-EGFP | M17LAP inhibition | P. falciparum M1AAP | Dynein transport cell count
> CCOC(=O)N1CCN(C(=O)c2ccc(S(=O)(=O)c3ccc(C)cc3)c(NC(C)=O)c2)CC1
 : 4.5% | 0.3% | 4% | 5% | 7% | -0.051 | 14% | 0.59 | -0.14 | -4% | 1% | 0.065
> COc1ccccc1NC(=S)NC(=O)C1CC1
 : 0.3% | -0.1% | -16% | -19% | 27% | -0.31 | 6% | -0.85 | -0.6 | 13% | 4% | 0.79
> CCOC(=O)N1CCN(c2c(N3CCc4ccccc4C3)c(=O)c2=O)CC1
 : -3.6% | -0.1% | -8% | -8% | 4% | -0.14 | 9% | -0.78 | -0.2 | 13% | 1% | -0.19
> Cc1c(C(=O)NC2CCCCC2C)oc2ccccc12 (centres undefined)
 : -1.5% | 0.0% | 3% | -30% | 0% | x | 5% | x | x | x | x | x
> Cc1ccc(OC(=O)c2ccccc2P(=O)(O)O)cc1
 : 4.6% | -0.2% | -53% | -17% | 1% | -0.26 | -3% | -0.83 | -0.29 | 8% | 6% | 1.1
> COc1ccc(CN2CCN(Cc3ccccc3F)CC2)c(OC)c1
 : -1.5% | -0.1% | 33% | 4% | 0% | x | 2% | x | x | x | x | x
> COC(=O)c1cc(OC)c(OC)cc1NC(=O)c1ccc(C)o1
 : 1.4% | -0.1% | -36% | -11% | 6% | 0.084 | 4% | -0.53 | -0.24 | 7% | 7% | 0.51
> COc1ccc(C(=O)NNC(=O)c2ccncc2)cc1
 : 1.6% | -0.3% | -31% | 13% | 4% | -0.29 | -3% | -0.13 | 0.21 | 7% | 2% | -0.43
> COc1ccc(C2=NN(C(=O)CSc3nnc(C)c(=O)n3N)C(c3ccco3)C2)cc1 (centres undefined)
 : 1.9% | 0.1% | 7% | -24% | 8% | -0.3 | 0% | -0.79 | -0.58 | -2% | 5% | 1.3
> CCOc1ccc(/C=N/Nc2cc(=O)n(C)c(=O)n2C)cc1
 : -3.2% | -0.3% | 15% | -14% | -14% | -0.29 | 15% | -0.28 | -0.57 | 7% | 0% | 1.2
> COc1ccc(N2CCN(S(=O)(=O)c3cccc(C(F)(F)F)c3)CC2)cc1
 : -1.8% | -0.2% | -10% | x | -6% | -0.26 | -6% | -1.1 | -0.4 | 14% | -4% | 0.066
> COc1ccc(NC(=O)NCCCCc2ccccc2)c(OC)c1
 : -2.5% | 0.0% | -20% | -16% | u | x | 1% | x | x | x | x | x
> Cc1c(NS(=O)(=O)c2cccc([N+](=O)[O-])c2)c(=O)n(-c2ccccc2)n1C
 : -4.3% | 0.5% | 0% | -10% | 9% | x | 10% | x | x | x | x | x
> Cc1ccc(NCc2ccccc2O)cc1
 : 3.7% | 0.3% | -12% | -34% | -11% | 0.17 | -39% | 0.33 | 0.76 | 0% | 2% | -0.43
> CC1CC(C)CN(C(=O)COC(=O)CCCN2C(=O)c3cccc4cccc(c34)C2=O)C1 (centres undefined)
 : -2.5% | -0.1% | -4% | -24% | 2% | x | -8% | x | x | x | x | x
> CC1CCN(C(=O)c2ccc(CSc3ccc(Cl)cc3)cc2)CC1
 : -4.8% | 0.2% | 15% | -26% | -6% | -0.26 | 4% | -0.56 | -0.29 | -5% | -2% | 0.71
> COc1ccc(/C=C(\C#N)C(=O)OCC(=O)Nc2ccc(-c3nc4ccc(C)cc4s3)cc2)cc1
 : -4.0% | -0.1% | -11%[20 µM] | -54% | 44% | -0.21 | -241% | -0.09 | -0.28 | 4% | 18% | 0.99
> COCCC(=O)N1CCc2c([nH]c3ccccc23)C1C(C)(C)C (centres undefined)
 : x | 0.3% | 15%[20 µM] | -21% | 6% | -0.24 | 10% | 0.36 | 0.49 | x | x | -0.39
> COc1ccccc1CNC(=O)CCS(=O)(=O)c1cccc2nonc12
 : -6.3% | -0.1% | -11% | 6% | -23% | -0.14 | 2% | -0.49 | -0.45 | 2% | -10% | 0.91
> CCN(CC)Cc1nc2c(c(=O)[nH]1)C1(CCCCC1)Cc1ccccc1-2
 : -3.1% | 0.5% | 21% | -25% | 22% | -0.28 | 8% | -0.43 | 0.07 | -3% | 4% | 0.14
> CN(CC(=O)Nc1ccccc1C(F)(F)F)C(=O)CSc1nnnn1C
 : 0.8% | -0.7% | -24% | -30% | -6% | -0.31 | 10% | -0.064 | 0.23 | -7% | -4% | -0.36
> Oc1ccc2ccccc2c1C=Nc1ccccc1-c1nc2ccccc2[nH]1
 : -4.6% | -0.1% | -60% | -18% | 24% | 0.032 | -46% | -1.1 | -0.34 | -25% | 20% | 1.2
> Cc1ccccc1Nc1cccc2nonc12
 : 2.6% | 0.2% | 5% | 8% | -18% | -0.23 | 8% | 0.57 | 0.12 | 13% | 1% | -0.13
> CCN(C(=O)c1cc2cc(OC)ccc2oc1=O)c1cccc(C)c1
 : -6.5% | -0.1% | 11% | -10% | 5% | 0.14 | 13% | -0.85 | -0.44 | 7% | 12% | 0.57
> O=C(NCCN1CCOCC1)c1ccc2c(c1)N(Cc1ccccc1F)C(=O)c1ccccc1S2
 : -2.3% | -0.3% | 25% | 6% | 17% | -0.19 | -1% | 0.6 | 1.2 | -4% | 2% | -1.5
> C=CCN(C(=O)CNC(=O)c1ccco1)C(C(=O)NC1CCCCC1)c1cccnc1 (centres undefined)
 : -0.7% | -0.1% | -19% | 3% | 16% | x | -2% | x | x | x | x | x
> O=C(COc1ccc(F)cc1)c1c(O)cc(O)cc1O
 : x | -0.2% | -22% | -5% | -2% | -0.26 | 3% | -1.2 | -0.23 | 14% | 4% | 1.2
> O=C(Nc1ccc2[nH]c(=O)[nH]c2c1)c1cc(F)c(F)cc1Cl
 : -5.3% | -0.1% | 16% | -1% | 10% | -0.17 | 5% | -0.35 | 0.45 | 0% | 4% | 0.12
> O=C(CCSCCc1ccccn1)Nc1ccc(Cc2ccncc2)cc1
 : -3.6% | -0.6% | -5% | -16% | -1% | -0.3 | -36% | -0.6 | -0.61 | 5% | -3% | -0.31
> CCn1c(NCCO)nc2c(c1=O)C(C)(CC)Cc1ccccc1-2 (centres undefined)
 : -6.5% | -0.2% | 4% | -10% | 22% | -0.24 | 7% | -0.87 | -0.38 | -43% | 4% | 0.38
> CCS(=O)(=O)Nc1ccc2[nH]c(=O)[nH]c2c1
 : -1.9% | -0.1% | 23% | -52% | -16% | -0.32 | -2% | 0.0045 | -0.039 | 5% | 4% | 0.61
> Cn1ccc2c([N+](=O)[O-])cccc2c1=O
 : -2.9% | -0.3% | -17% | -59% | -12% | -0.25 | 4% | -0.23 | 0.0017 | 1% | 8% | -0.19
> Cc1ccc(S(=O)(=O)N2CCOCC2)s1
 : -5.1% | -0.1% | 9% | -28% | -2% | x | -3% | x | x | x | x | x
> CN(C)CCOc1cc(Cl)cc(Cl)c1
 : -3.8% | 0.1% | 6% | -25% | 2% | -0.3 | 4% | -0.68 | -0.26 | 0% | 8% | 0.86
> CCN(CC)c1ccc(NC(=O)OC)cc1
 : 5.1% | 0.0% | -13% | -33% | 6% | -0.16 | -26% | -0.52 | -0.022 | 7% | 3% | 0.49
> CC(C)(C)NC(=O)CCN(/N=C/c1ccccc1F)C1=NS(=O)(=O)c2ccccc21
 : -3.0% | -0.1% | 4% | 0% | 26% | x | 28% | x | x | x | x | x
> O=C(c1cc(-c2ccncc2)nc2ccc(Cl)cc12)N1CCN(C(=O)C2CCCO2)CC1 (centres undefined)
 : -2.0% | -0.2% | -19% | -13% | 8% | -0.21 | 5% | -0.45 | -0.85 | -4% | -5% | 1.8
> CN(C)CC(C)(C)CN=Cc1c(O)[nH]c2ccccc12
 : 7.4% | -0.2% | 20% | -6% | 2% | -0.25 | 10% | 0.34 | 0.068 | 21% | 1% | 0.18
> O=C(CN1CCOCC1)NC1C2CC3CC(C2)CC1C3 (centres undefined)
 : 9.7% | 0.3% | -26% | -1% | 1% | -0.15 | 2% | -0.54 | -0.3 | -5% | 8% | 2

Reformatted: 7 of the compounds above.
SMILES | KOR beta-arrestin-1 | GPR55 activation | KOR beta-arrestin-2 | NOD1 NF-kB reporter | AID2073 | Dynein transport cytoplasmic EGFP | HEK293 NOD2/NF-kB | Dynein transport | Dynein transport nuclear GR-EGFP | M17LAP inhibition | P. falciparum M1AAP | Dynein transport cell count
CCn1c(NCCO)nc2c(c1=O)C(C)(CC)Cc1ccccc1-2 (centres undefined) | -6.5% | -0.2% | 4% | -10% | 22% | -0.24 | 7% | -0.87 | -0.38 | -43% | 4% | 0.38
CCS(=O)(=O)Nc1ccc2[nH]c(=O)[nH]c2c1 | -1.9% | -0.1% | 23% | -52% | -16% | -0.32 | -2% | 0.0045 | -0.039 | 5% | 4% | 0.61
Cn1ccc2c([N+](=O)[O-])cccc2c1=O | -2.9% | -0.3% | -17% | -59% | -12% | -0.25 | 4% | -0.23 | 0.0017 | 1% | 8% | -0.19
Cc1ccc(S(=O)(=O)N2CCOCC2)s1 | -5.1% | -0.1% | 9% | -28% | -2% | x | -3% | x | x | x | x | x
CN(C)CCOc1cc(Cl)cc(Cl)c1 | -3.8% | 0.1% | 6% | -25% | 2% | -0.3 | 4% | -0.68 | -0.26 | 0% | 8% | 0.86
CCN(CC)c1ccc(NC(=O)OC)cc1 | 5.1% | 0.0% | -13% | -33% | 6% | -0.16 | -26% | -0.52 | -0.022 | 7% | 3% | 0.49
CC(C)(C)NC(=O)CCN(/N=C/c1ccccc1F)C1=NS(=O)(=O)c2ccccc21 | -3.0% | -0.1% | 4% | 0% | 26% | x | 28% | x | x | x | x | x
